Assay outcomes as filed in PubChem.
PRMT1 inh: blocks human protein arginine methyltransferase 1. 370,000 compounds, 1.3% hits. inhibition, % at 2.79 µM. recombinant PRMT1, activity-based probe fluorescence polarization. AID 652257. Q99873;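 active = inhibition above about 21% made by adding two undisclosed values, limit read from the data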
rCAG binder: r(CAG) repeat RNA binding | TO-PRO-1 dye displacement fluorescence | inhibition, % at 3 µM | 370,000 compounds, 1.3% hits;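 active = inhibition above the plate cutoff, the mean of all test compounds on that plate plus 3 SD, cut at about 35% in these data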;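 also: 0% = DMSO alone and 100% = 100 µM mitoxantrone as full dye displacement; higher means more dye released from RNA so lower well fluorescence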
HTRA1 inh: inhibitors of human serine peptidase HTRA1; Q92743; recombinant HTRA1, FP-rhodamine activity-based probe, fluorescence polarization; inhibition, % at 5.96 µM; 340,000 compounds, 0.5% hits; AID 504803; in the data active = inhibition above about 36%;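 also: 0% = enzyme with DMSO and 100% = wells lacking enzyme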
Target sequence (Q92743 whole entry, looked up): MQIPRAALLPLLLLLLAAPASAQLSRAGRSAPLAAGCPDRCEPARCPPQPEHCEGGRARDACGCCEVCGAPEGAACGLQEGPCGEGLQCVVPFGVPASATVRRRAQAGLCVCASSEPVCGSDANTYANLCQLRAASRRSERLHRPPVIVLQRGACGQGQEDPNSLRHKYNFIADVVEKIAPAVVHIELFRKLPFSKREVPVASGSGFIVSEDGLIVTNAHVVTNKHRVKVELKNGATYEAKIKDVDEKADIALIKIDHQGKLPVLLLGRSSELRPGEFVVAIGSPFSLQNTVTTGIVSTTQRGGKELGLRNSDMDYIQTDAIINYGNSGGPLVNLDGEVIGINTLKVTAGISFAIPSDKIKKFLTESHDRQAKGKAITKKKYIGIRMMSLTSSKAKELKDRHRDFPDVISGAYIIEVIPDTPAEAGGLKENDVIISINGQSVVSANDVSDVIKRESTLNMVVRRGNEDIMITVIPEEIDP
SIAE inh: inhibitors of human sialic acid acetylesterase SIAE | SIAE FP-Rh probe binding, fluorescence polarization | 370,000 compounds, 0.69% hits | inhibition, % at 9.66 µM | Q9HAT2;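 active = inhibition above a cutoff: mean of compounds within the control limits plus 3 SD of those, cut at about 17% in these data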;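 also: 0% = plate median of compound wells and 100% = probe without SIAE protein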
Target sequence (Q9HAT2 whole entry, looked up): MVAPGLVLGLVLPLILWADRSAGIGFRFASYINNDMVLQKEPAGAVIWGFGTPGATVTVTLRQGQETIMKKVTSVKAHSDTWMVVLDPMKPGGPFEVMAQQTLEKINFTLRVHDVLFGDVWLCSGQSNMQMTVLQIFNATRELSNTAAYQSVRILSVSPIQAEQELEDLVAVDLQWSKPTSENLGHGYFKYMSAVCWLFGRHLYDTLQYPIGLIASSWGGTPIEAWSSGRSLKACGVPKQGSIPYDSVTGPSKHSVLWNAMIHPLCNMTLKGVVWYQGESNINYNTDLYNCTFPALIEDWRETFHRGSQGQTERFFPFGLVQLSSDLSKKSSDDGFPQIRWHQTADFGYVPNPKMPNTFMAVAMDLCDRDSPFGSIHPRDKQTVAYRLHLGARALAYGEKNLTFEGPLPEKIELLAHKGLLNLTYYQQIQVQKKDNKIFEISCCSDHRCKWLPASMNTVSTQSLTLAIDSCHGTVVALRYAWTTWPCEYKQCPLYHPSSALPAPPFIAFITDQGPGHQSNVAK
TCR-CD3 inh: human TCR-CD3 binding inhibition. TAMRA-labeled TCR probe fluorescence, biochemical. inhibition, % at 9.4 µM. 360,000 compounds, 0.37% hits. AID 651800; in the data active = inhibition above about 19%;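 also: recombinant mutant TCR 2C K166C tagged with TAMRA read by polarization; 0% = receptor in buffer alone and 100% = receptor with positive control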
mABHD4 FP: inhibitors of mouse ABHD4. Q8VD66. purified mABHD4, FP-Rh probe fluorescence polarization. inhibition, % at 8.92 µM. 370,000 compounds, 0.54% hits;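 active = inhibition exceeding the mean over every tested compound plus 3 SD, cut at about 30% in these data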;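 also: 0% = plate median of compound wells and 100% = S159A mutant with DMSO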
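Test system: mABHD4 protein | Buffer or medium: HEPES pH 7.0 buffer, 150 mM NaCl, 0.01% Pluronic F-127 | Probe or stimulus: FP-Rh fluorescent activity-based probe, added after compound pre-incubation | Timing: Pre-incubation 45 min, probe exposure 60 min, at 25 °C | Technique: Fluorescence polarization, excitation 525 nm, emission 598 nm, BODIPY TMR filters | Repeats: Single well per compound (singlicate)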
TDP2 inh: blocks human TDP2 phosphodiesterase activity. O95551. inhibition, % at 12.8 µM. recombinant TDP2, T5PNP hydrolysis, p-nitrophenol absorbance 415 nm. AID 720702. 370,000 compounds, 0.34% hits;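 active = inhibition above the mean of all tested compounds plus 3 SD, set per campaign, cut at about 25% in these data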;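 also: 0% = DMSO with enzyme and 100% = buffer with substrate but no TDP2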
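Assay system: recombinant human TDP2 / Reagent: T5PNP substrate at 5 mM, a TopII-DNA adduct mimic / Measured by: epi absorbance from released p-nitrophenol / Evaluation: % inhibition relative to enzyme-containing and enzyme-free wells / Control set: enzyme-free and DMSO wells / Replicates: each compound tested once, singlicate / Schedule: enzyme reaction with compound for 2 h at 37 °C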
LEDGF integ inh: blocks HIV-1 LEDGF/p75-dependent DNA integration; TR-FRET IN-LEDGF/p75 DNA integration, Eu/Cy5; inhibition, % at 3.7 µM; 370,000 compounds, 0.64% hits;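 active = inhibition above the screen-wide mean plus 3 SD, cut at about 13% in these data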;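 also: signal is the Cy5 over europium emission ratio at 671 and 618 nm; 0% = plate median of compound wells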
NPR2 activator: GC-B (human) receptor activation; HEK293-GC-B cells, CNP EC30, cGMP TR-FRET; 0% at EC30 CNP, 100% saturating CNP; 370,000 compounds, 0.11% hits; AID 1920062; activation, % at 10 µM;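 active = activation at 10 µM reaching about 35% in either raw or pattern-adjusted values, limit read from the data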
MBD2 DNA inh: MBD2-methylated oligo binding inhibition; TR-FRET, MBD2 binding to methylated oligonucleotide; inhibition, % at 4.4 µM; 370,000 compounds, 0.31% hits; AID 686964; in the data active = inhibition above about 13%
An asterisk follows results filed as active; · = not tested or not shown; & = joins results of further samples.

SMILES	PRMT1 inh	rCAG binder	HTRA1 inh	SIAE inh	TCR-CD3 inh	mABHD4 FP	TDP2 inh	LEDGF integ inh	NPR2 activator	MBD2 DNA inh
Cc1cccc(CSC2=NN3CCCC(=O)N=C3S2)c1	-1	2	-10	-3	-3	0	8	3	1	-4
CC(=O)NC1(C(F)(F)F)C(=O)Nc2c1c(=O)[nH]c(=O)n2CC(C)C (stereo unspecified)	-3	-1	-2	2	-3	-3	-1	2	-1	-1
CCC(=O)c1ccc(OCC(=O)NC2CCN(Cc3ccccc3)CC2)cc1	-2	-1	1	2	-5	-6	-17	-1	0	0
COc1cccc(OCC(O)CN2CCN(c3ccc(Cl)cc3)CC2)c1 (stereo unspecified)	-5	-3	1	19*	1	-5	-5	3	2	0
CN(CC(=O)Nc1ccc(Cl)cc1)CC(=O)Nc1ccc(F)c(F)c1F	2	-4	-5	-1	3	5	4	2	-1	-2
c1ccc2c(N3CCOCC3)nc(N3CCOCC3)nc2c1	0	-4	3	4	12	2	10	-1	-9	2
CCCNC(=O)/C(=C/c1cn(S(=O)(=O)N(C)C)c2ccccc12)NC(=O)c1ccc(OC)cc1	2	6	1	5	-5	4	13	-4	2	3
CCN(CC)c1ccc(NC(=O)CCS(=O)(=O)c2ccc(Br)cc2)c(C)c1	3	6	1	5	-8	4	-10	17*	-3	25*
CC(Nc1cccc(C(=O)NC2CC2)c1)c1nnc(-c2ccccc2)o1 (stereo unspecified)	0	3	0	9	2	4	8	2	-1	5
NNC(=O)Cn1nc2n(c1=O)-c1ccccc1SC2	7	2	4	0	-5	-2	-17	-6	5	-6
C=C(C)CSc1nnc(-c2ccc(OC)cc2)n1N	5	-2	4	-6	-7	-14	-17	-2	-1	4
Cc1cc(Cl)nc(Cl)c1C(=O)N1CCOCC1	-3	0	3	1	-1	3	-4	7	3	3
CCOC(=O)c1ccccc1NC(=O)CN(c1ccccc1C)S(C)(=O)=O	-2	-9	-18	-3	-2	-2	-7	-1	-8	4
CCOc1ccc(S(=O)(=O)NCCC(=O)N2CCN(Cc3ccccc3)CC2)cc1	0	-8	0	-3	1	-4	3	3	1	1
O=C(CCCn1c(SCc2cccc([N+](=O)[O-])c2)nc2ccccc2c1=O)NCC1CCCO1 (stereo unspecified)	2	-1	-5	3	-5	3	1	-1	4	1
O=S(=O)(c1cccc(C(F)(F)F)c1)N(CCCN1CCOCC1)Cc1cccs1	-2&0	-4&-10	-8&-11	6&-3	-3&1	13&7	7&-6	0&2	-4&0	-4&0
CN(Cc1ccc(Cl)s1)C(=O)CCl	-3	-2	2	-2	1	0	-9	4	2	-6
Cc1cc(=O)oc2cc(OCC(=O)Nc3nnc(C(C)C)s3)ccc12	0	4	-2	2	6	-2	3	2	-2	-2
CC(CCc1ccccc1)NS(=O)(=O)c1ccccc1 (stereo unspecified)	0	-4	-10	2	6	-3	0	1	-7	-1
CC(Nc1cccnc1)=C(C#N)C#N	2	-1	-6	0	-5	-1	4	-6	1	3
Nc1ccc(CNC(=O)OCC2c3ccccc3-c3ccccc32)cc1	1	1	-9	7	11	-1	-5	-1	-6	-2
N#Cc1ccc(C(=O)CSc2n[nH]c(=O)n2Cc2ccco2)cc1	3	2	-7	15	2	-3	11	2	0	1
Cc1ccc(NC(=O)CCn2cccc2)cc1Cl	-1	3	-15	-3	12	-1	5	-1	-1	2
COC(=O)[C@]12CCCCC=C1N(CCC1=CCCCC1)C(=O)[C@H](CC(=O)N1CCN(C(=O)c3ccco3)CC1)C2	-1	3	·	-7	0	1	-4	1	5	1
COC(=O)CSc1nsc(SCC(=O)OC)c1C#N	-1	-4	2	0	3	2	-4	5	-8	-2

Entries from the list above that have an NH in an aromatic ring, in the order listed:
SMILES	PRMT1 inh	rCAG binder	HTRA1 inh	SIAE inh	TCR-CD3 inh	mABHD4 FP	TDP2 inh	LEDGF integ inh	NPR2 activator	MBD2 DNA inh
CC(=O)NC1(C(F)(F)F)C(=O)Nc2c1c(=O)[nH]c(=O)n2CC(C)C (stereo unspecified)	-3	-1	-2	2	-3	-3	-1	2	-1	-1
N#Cc1ccc(C(=O)CSc2n[nH]c(=O)n2Cc2ccco2)cc1	3	2	-7	15	2	-3	11	2	0	1

Additional records follow.
SMILES	PRMT1 inh	rCAG binder	HTRA1 inh	SIAE inh	TCR-CD3 inh	mABHD4 FP	TDP2 inh	LEDGF integ inh	NPR2 activator	MBD2 DNA inh
C=Cc1cc2c(cc1O)CCC1C2CCC2(C)C(O)CCC12 (stereo unspecified)	4	4	-10	-7	-15	-33	-23	3	-1	-6
C[C@@H]1ON(C)[C@H]2C[C@H]3c4cc(N5CCN(C)CC5)ccc4CCN3C[C@@H]12	-5	3	·	-5	1	-2	-10	2	3	1
Nc1cc(N)nc(SCC(=O)N2CCN(C(=O)c3ccco3)CC2)n1	1	4	0	2	3	-1	-6	5	5	2
CCOC(=O)c1[nH]c(C)c(C(=O)OCC(=O)N(C)C2CCS(=O)(=O)C2)c1C (stereo unspecified)	-2	0	-11	-2	0	-3	4	3	0	4
COc1ccc(-n2c(Cc3cccn3C)nnc2SCC(=O)Nc2ccccc2C)cc1	-1	4	-10	8	4	-1	10	5	2	2
O=C(NCC1CCCO1)c1cn(Cc2ccccc2)nc1-c1ccc(Cl)cc1 (stereo unspecified)	2	-1	-6	-1	0	3	0	-3	3	3
CC(=O)NCCc1cc2cc(C)c(C)cc2[nH]c1=O	-1	-3	8	-3	3	-4	4	1	1	2
Cc1cc(C)n(CCNC(=O)[C@H]2O[C@@H](n3ccc(=O)[nH]c3=O)[C@H](O)[C@@H]2O)n1	3	-1	·	4	-2	9	2	-1	0	4
O=C(c1cc(S(=O)(=O)N2CCOCC2)ccc1Cl)N1CCC(Cc2ccccc2)CC1	3	-3	-4	8	0	6	-2	-1	1	2
Cc1cc(N2CCN(C)CC2)nc2ccc(NC(=O)c3cccnc3Cl)cc12	-4	-3	4	-5	3	-8	-5	-1	4	2
COC(=O)c1cc(-c2ccccc2)n(CCN)c1C	4	11	4	-3	-6	-5	-3	0	0	2
S=C(NCc1ccccn1)Nc1ccccc1Cl	-2	-1	0	3	6	-4	5	-2	4	5
O=C1Nc2ccccc2N(O)N1c1cc(-c2cccc(Cl)c2)no1	2	15	-2	-7	0	-2	8	1	2	3
COc1ccccc1CCC(=O)Nc1cc(S(=O)(=O)N2CCOCC2)ccc1N1CCCC1	-5	3	-4	-1	-3	-7	1	5	2	1
Cn1nnnc1SCc1cn2cccnc2n1	2	0	6	-4	5	4	-1	2	5	3
O=C1CC(SCc2nc3ccccc3[nH]2)C(=O)N1c1ccc(F)c(Cl)c1 (stereo unspecified)	13	8	1	3	0	-4	4	0	-7	-5
Cc1ccc(NC(=O)COc2ccccc2C=O)cc1Cl	-3	3	-15	15	-3	1	-5	-2	-7	1
CCC/C=C1/CCCOC(C(=O)NCc2ccccc2)(C(F)(F)F)C1 (stereo unspecified)	2	2	-8	-3	-4	-13	-5	-3	1	6
COc1cc2ccccc2cc1C(=O)Nc1cc(C)ccn1	1	4	-24	-24	4	-11	-6	0	-1	-4
CCN(Cc1ccncc1)Cc1cn[nH]c1-c1cc(OC)c(OC)c(OC)c1	0	-4	-3	6	3	-1	9	1	1	-1
COC(=O)c1c(C)oc2ccc(OC(=O)c3cccs3)cc12	0	6	-14	-6	10	3	-10	-2	2	-3
CCNc1nnc(SCC(=O)c2cc(C)n(C3CC3)c2C)s1	0	-1	-1	-1	9	2	6	0	-8	-1
COc1ccc(-c2oc3ccc(-c4cc(OC)c(OC)c(OC)c4)cc3c2-c2ccc(OC)nc2)cc1	1	3	-11	-6	2	-1	1	2	9	-2
COc1cc(NC(=S)Nc2ccc(N(C)C(C)=O)cc2)cc(OC)c1	-7	5	-5	7	-5	6	-1	3	-4	0
O=C(OCc1nnc(-c2ccc(Br)cc2)o1)c1cncc(Br)c1	2	0	1	2	-2	1	-1	-2	-2	1
N#CC1=C(N2CCOCC2)/C(=C\c2ccccc2)CC1	2	-2	-6	15	8	-7	-3	-4	-9	0
Cc1ccc(C(=O)COC(=O)c2ccc(Cl)c(N)c2)s1	0	4	-14	0	7	2	-11	3	-1	-7
COCc1nnc(NC(=O)CCCCCN2C(=O)c3ccccc3C2=O)s1	-2	4	-4	0	11	6	-13	2	-5	0
CN(C(=O)COC(=O)CSc1ccc([N+](=O)[O-])cc1)c1ccccc1	-1	0	1	4	-2	-3	2	1	-5	2
Cc1cc(C)n2nc(C(=O)OCC(=O)NC(=O)c3ccccc3)nc2n1	5	-2	2	4	-4	9	3	-3	3	-1
Cc1ccc(S(=O)(=O)N2C[C@H]3C(=O)C[C@@H](c4ccccc4)N(S(=O)(=O)c4ccc(Br)cc4)[C@H]3C[C@H]2c2ccccc2)cc1	1	15	·	-31	-1	-13	-6	1	-1	-1
CC1C/C(=C/c2ccncc2)C(=O)/C(=C/c2ccncc2)C1 (stereo unspecified)	0	-1	0	5	-1	6	10	6	-12	-5
Cc1cc(Br)ccc1NC(=S)Nc1cccc([N+](=O)[O-])c1	0	2	2	-2	0	-6	-2	-2	-1	0
CCO[C@H]1OC(C(=O)N2CCOCC2)=C[C@@H](c2ccc3c(c2)OCO3)[C@@H]1CCCO	0	-4	2	-2	8	8	-5	1	7	1
COc1cc([N+](=O)[O-])ccc1-c1ccc(/C=N/NC(=O)OC(C)(C)C)o1	3	-2	0	2	-3	2	9	-4	-6	-1
O=C(Nc1cccc(F)c1)c1cc(S(=O)(=O)N2CCC3(CC2)OCCO3)ccc1F	2	0	·	-6	-1	0	-6	-3	-1	4
CC(C)c1ccc(NC(=O)C2CC2c2ccccc2)cc1 (stereo unspecified)	1	-1	-11	8	1	0	7	2	3	-2
CN1C(=O)C(C)(C)c2cc(S(=O)(=O)N(C)Cc3ccccc3)ccc21	5	0	-4	1	-12	-1	-4	-3	0	-3
CN1CCCN(S(=O)(=O)c2ccc(Cl)c(Cl)c2)CC1	7	1	-1	-11	-6	-5	1	0	·	8
Cc1ccc(C(=O)c2cc3c(cc2[N+](=O)[O-])OCCO3)cc1	0	-1	-9	-5	1	3	21	1	3	-4
CCNc1nc(NC(C)C)nc(Oc2ccc(=O)n(C)n2)n1	-3	-1	9	6	3	3	8	-2	1	-1
CC(=O)C1=C(c2ccccc2)NC(=O)NC1c1cccs1 (stereo unspecified)	0	-1	4	7	-1	6	8	-1	-2	1
CCCCN(C(=O)c1cc(-c2ccco2)nc2ccccc12)c1c(N)n(CCC)c(=O)[nH]c1=O	20	19	9	-2	12	4	-3	5	3	1
CN(CC(=O)Nc1ccccc1Cl)C(=O)c1cccc(S(=O)(=O)N2CCN(Cc3ccccc3)CC2)c1	0	0	-5	1	4	1	2	2	-5	1

The list is partial; the hit share may differ from the screen's.
